Bioassay records (PubChem BioAssay)
aGlu spleen mod = inhibitors or activators of human alpha-glucosidase in spleen homogenate | actives 0.006% (n = 240,000) | Potency, µM (titrated, usually from 79.9 µM), without a hit: at the highest dose activity change, negative = inhibition, usual class: inhibitors | human spleen homogenate, 4-MU-alpha-glucoside fluorescence | P10253;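 also: 0% = enzyme with vehicle and -100% = no enzyme basal signal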
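Human spleen homogenate (1 ug) incubated with compounds and 1 mM 4-methylumbelliferyl-alpha-D-glucopyranoside in pH 5.0 citrate/phosphate buffer, 37 C, 40 min. Stopped at pH 10; 4-MU fluorescence (Ex 365/Em 440 nm); AC50 by Hill fit.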
GoLoco inh red = blocks human Gai1 binding to RGS12 GoLoco peptide, red readout. Gai1:RGS12 GoLoco peptide FP, rhodamine, 10 min. Potency, µM (titrated, usually from 61.6 µM), for the others: at the highest dose activity, negative = inhibition, hits mostly inhibitors. actives 0.44% (n = 230,000). P63096. AID 880; active = well fitted inhibition curve with a large enough effect, not every such curve was filed as active; inactive = no such curve, though single readings can be large or run the other way; also: % is scaled to controls: 0 for no effect and ±100 for the full control effect; nearly all actives have a fitted effect of over 30% in size; many of its hits are not listed in these tables
Target sequence (P63096 whole entry, looked up): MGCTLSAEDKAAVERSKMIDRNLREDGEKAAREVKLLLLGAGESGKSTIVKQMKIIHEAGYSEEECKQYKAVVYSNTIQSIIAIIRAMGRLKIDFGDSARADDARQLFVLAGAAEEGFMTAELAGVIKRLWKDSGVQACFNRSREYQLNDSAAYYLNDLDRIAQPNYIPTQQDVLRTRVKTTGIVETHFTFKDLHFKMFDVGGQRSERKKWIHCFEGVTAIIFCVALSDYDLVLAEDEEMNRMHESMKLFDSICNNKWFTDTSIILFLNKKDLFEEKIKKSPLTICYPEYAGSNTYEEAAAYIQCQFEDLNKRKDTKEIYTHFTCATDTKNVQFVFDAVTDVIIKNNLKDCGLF
HTT ATP protect = cytoprotection in Huntington HTT-Q103 PC12 cell model; PC12 HTT-Q103 induced, cytoprotection, ATP luminescence, 40 h; Potency, µM (series often up to 56.4 µM), for the others: cytoprotection (ATP increase), actives largely listed as activators; actives 0.14% (n = 230,000); AID 1471;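 also: % of control where 0% means no effect; nearly all actives have a fitted effect of over 45% in size; toxic huntingtin expression switched on by the ecdysone agonist tebufenozide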
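PC12 cells with ecdysone-inducible HTT exon 1 Q103-GFP, induced with 100 nM tebufenozide and co-treated with library compounds in a dose series (1536-well, 1500 cells/well). Cytoprotection read as ATP content by ATPlite luminescence.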
GAA inh = blocks human lysosomal alpha-glucosidase | purified human GAA, 4-MU-alpha-glucoside fluorescence | Potency, µM (highest dose often 76.9 µM), for the others: at the highest dose activity change, negative = inhibition, hits mostly inhibitors | actives 0.005% (n = 200,000) | AID 1466;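 also: plate controls were uninhibited enzyme wells for no effect and no-enzyme background for full effect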
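Read-out is 4-methylumbelliferone fluorescence (Ex 365/Em 440 nm) after NaOH/glycine stop at pH 10. Enzyme 4 nM, substrate 400 uM, pH 5.0 citrate buffer, 20 min room temperature; AC50 from Hill-equation concentration-response.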
GAA glycogen mod = inhibitors or activators of human alpha-glucosidase glycogen cleavage; recombinant GAA, glycogen substrate, Amplex Red glucose oxidase fluorescence; P10253; Potency, µM (doses to about 76.4 µM), inactives show at the highest dose activity change, negative = inhibition, most hits filed as inhibitors; actives 0.38% (n = 300,000); AID 2100;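 also: 0% = full enzyme reaction and -100% = no-enzyme basal signal; the screen sought inhibitors and activators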
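Recombinant enzyme (4 nM final) with compounds titrated up to 77 uM and bovine liver glycogen (30 ug) in citrate pH 5.0, 0.01% Tween-20, 37 C 40 min. Released glucose detected by Amplex Red/glucose oxidase (Ex 573/Em 610); AC50 from Hill fits.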
HTT aggregate = reduces HttQ103-GFP aggregates in PC12 cells; Potency, µM (highest dose often 46.1 µM), without a hit: top-dose activity change, negative = inhibition, most hits filed as inhibitors; actives 1.1% (n = 220,000); PC12 HttQ103-GFP aggregates, Acumen cytometry, 40 h; AID 1688; also: % is scaled to controls: 0 for no effect and ±100 for the full control effect; nearly all actives have a fitted effect of over 60% in size
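PC12 cells stably carrying ecdysone-inducible HTT exon 1 Q103–GFP were induced with tebufenozide (100 nM final) and treated with library compounds in titration. GFP aggregates in lysates were counted by laser scanning cytometry.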
IMPase Li cell = membrane-permeable IMPase blocker, potentiated with lithium; Potency, µM (highest dose often 59.4 µM), for the others: at the highest dose activity, negative = IMPase inhibition, usual class: inhibitors; actives 0.35% (n = 210,000); CHO-M1 cells, IP1 TR-FRET (IP-One), carbachol + lithium;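 also: IP1 builds up when IMPase is blocked and the TR-FRET signal falls; plate controls were basal vehicle for no effect and high inhibitor control for full effect; nearly all actives have a fitted effect of over 50% in size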
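CHO cells stably expressing M1 receptor (2000/well, cultured 16–30 h) treated 30 min at 37C with compound plus low lithium. Cytosolic IP1 by TR-FRET (665/620 ratio and 620 channel) after 10 min lysis; AC50 by Hill fit.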
Numbers without * were called inactive; ? = inconclusive; . = no result given; & = joins results of further samples; [ ] = remark or other dose. Unless noted, calls follow the shape of the dose curve; as a rule, active = well fitted curve in the direction sought with a large enough effect; inconclusive = small, poorly fitted or top-dose-only effect, or another doubt; inactive = no such curve, though single readings can be large; an effect the other way counts as inactive or inconclusive. Potency is read from the fitted curve at half-maximal effect. A portion of the library; the hit share may differ from the screen's.

SMILES	aGlu spleen mod	GoLoco inh red	HTT ATP protect	GAA inh	GAA glycogen mod	HTT aggregate	IMPase Li cell
COc1ccc(C(=O)NNC(=O)CNC(=O)C2CCCCC2)cc1	-0.5%	-5.0%	9.1%	-0.6%	-1.1%	7.2%	11.4%
Cc1cc(C)c(C#N)c(SCCN2CCOCC2)n1	0.3%	1.3%	13.5%[10 µM]	.	6.4%	-19.9%[9.22 µM]	.
O=C(C1CCC(CNS(=O)(=O)c2cccs2)CC1)N1CCCCC1 (configuration not stated)	-2.8%	-0.3%	-1.1%	-6.0%	13.1%	-12.8%	20.5%[38.3 µM]
COc1ccc(-c2cc(C(=O)N3CC4(C)CC3CC(C)(C)C4)no2)cc1 (configuration not stated)	5.2%	6.5%	-47.9%	-12.0%	7.4%	-12.2%	17.6%[38.3 µM]
COc1ccc(CC(=O)N2CCCC(CNC(=O)c3ccccc3Cl)C2)cc1 (configuration not stated)	-1.7%	-18.4%	2.2%[10 µM]	-0.7%	6.9%	33.1%[9.22 µM]	-0.8%
COc1ccc(C(=O)N(Cc2ccco2)C(C(=O)NC2CCCC2)c2ccc(O)cc2)cc1OC (configuration not stated)	12.5%	-3.9%	-23.3%[10 µM]	-2.3%	-4.1%	-8.0%	33.2%[activator][38.3 µM]
Cc1cc(C)n(-c2n[nH]c(=O)c3ccccc23)n1	-4.6%	4.5%	-4.6%[10 µM]	.	6.1%	-7.1%[9.22 µM]	.
CN(C)c1ccc(CNC(=O)[C@@]2(C)C=C[C@@H](Cc3ccccc3)N2C)cc1	-7.9%	3.4%	-6.4%	.	.	.	-8.4%
COc1cc(C)c(S(=O)(=O)N2CCCC2)cc1C(C)C	1.7%	16.4%	-19.1%	-5.5%	2.5%	-21.6%	6.2%
NNC(=O)CC12CC3CC(C1)CC(n1ncnn1)(C3)C2	-4.1%	9.3%	15.9%[10 µM]	2.0%	8.6%	2.8%	7.2%
CCOC(=O)c1c(NC(=O)c2ccoc2C)sc(C(=O)N(C)C)c1C	-9.7%	11.5%	-4.6%	-20.8%	-13.3%	6.3%	27.4%[38.3 µM]
Cc1ccc(NC(=O)CCn2cnc3ccccc3c2=O)cc1	-3.9%	4.0%	13.4%[10 µM]	?	18.9%	-11.1%[9.22 µM]	6.3%
COc1ccc(NC(=O)C2=NN(C3CCS(=O)(=O)C3)C(=O)CC2)cn1 (configuration not stated)	-1.2%	-7.2%	5.9%	4.8%	-15.6%	?	-3.6%
CNC(=O)c1cccc2nc3ccccc3nc12	-2.5%	-1.9%	-10.8%[10 µM]	.	3.5%	-2.8%[9.22 µM]	.
COC(=O)CSc1nnc(-c2ccco2)n1Cc1ccco1	1.5%	-5.2%	2.0%	-0.2%	7.8%	11.9%	10.6%[38.3 µM]
CN(C(=O)CSc1nc2ccccc2n1CCc1ccccc1)C1CCS(=O)(=O)C1 (configuration not stated)	1.0%	8.7%	-6.5%	3.0%	-23.1%	-0.7%	16.2%[38.3 µM]
C/C(=N\NC(=O)c1nnn(-c2nonc2N)c1COc1ccc(F)cc1)c1ccc(Cl)cc1	3.0%	-5.0%	-0.6%[10 µM]	.	3.1%	0.0%[9.22 µM]	.
COc1ccc(CC(=O)Nc2cccc(S(=O)(=O)N3CCCCCC3)c2)cc1OC	-2.9%	2.9%	33.9%[10 µM]	-1.7%	1.1%	-23.0%	21.3%
CCCS(=O)(=O)N1CCCC(C(=O)NCCCN(C)c2ccccc2)C1 (configuration not stated)	3.7%	-5.8%	-5.2%	-0.3%	-21.5%	-4.9%	-0.3%[38.3 µM]
COc1ccc(C2/C=C\CN(C(=O)Oc3ccc(C(F)(F)F)cc3)CC(=O)N2Cc2ccc(F)cc2)cc1 (configuration not stated)	-10.0%&-3.4%	3.8%	18.5%[10 µM]	.	-8.5%	7.2%[9.22 µM]	.
COc1cc(C(=O)NCC(C)C)cc(OC)c1OC	-1.2%	3.2%	-2.2%	3.6%	7.3%	17.7%[9.22 µM]	-6.2%[38.3 µM]
O=C(CCc1nc2ccccc2[nH]c1=O)N/N=C/c1ccccc1	1.5%	11.3%	.	9.3%	1.3%	.	-3.1%
O=C(c1c[nH]c(C(=O)N2CCN(Cc3ccccc3)CC2)c1)C1CCCCC1	-2.7%	3.6%	16.9%[10 µM]	-5.7%	3.1%	-11.4%	15.2%
O=C(Nc1ccc(C(=O)Nc2ccc(C(=O)Nc3ccc(S(=O)(=O)O)c4cc(S(=O)(=O)O)cc(S(=O)(=O)O)c34)cc2)cc1)Nc1ccc(C(=O)Nc2ccc(C(=O)Nc3ccc(S(=O)(=O)O)c4cc(S(=O)(=O)O)cc(S(=O)(=O)O)c34)cc2)cc1	7.2%&-6.7%	45.3%&5.2%[activator]	-109.4%&0.1%[inhibitor]	.	.	.	15.5%&11.7%
CC1CCCCC1NC(=O)COC(=O)COc1ccc(Cl)cc1 (configuration not stated)	5.2%	4.3%	-15.9%	3.0%	9.4%	11.4%[9.22 µM]	20.4%[38.3 µM]

Carrying on:
SMILES	aGlu spleen mod	GoLoco inh red	HTT ATP protect	GAA inh	GAA glycogen mod	HTT aggregate	IMPase Li cell
Nc1nc(CSC(=S)N2CCCCC2)nc(Nc2ccccc2)n1	0.0%	13.6%	10.1%[10 µM]	-4.7%	-2.8%	?	23.4%
Cc1c(NC(=O)c2ccccc2N)cccc1C(=O)O	-3.7%	.	-10.5%[10 µM]	0.8%	16.0%	-5.8%	.
N#C/C(=C\c1ccc(-c2ccccc2[N+](=O)[O-])o1)C(N)=O	-1.7%	1.6%	7.9%[10 µM]	-0.2%[15.4 µM]	-4.3%	8.2%[9.22 µM]	.
c1ccc(COc2ccc(Nc3ncnc4nc[nH]c34)cc2)cc1	0.2%	1.8%	-71.6%[inhibitor]	-4.9%	-22.4%	?	16.8%[38.3 µM]
COc1ccccc1C1C(C(C)=O)=C(O)C(=O)N1CCc1ccccc1 (configuration not stated)	-0.6%	4.5%	-6.9%[10 µM]	-4.7%	-7.3%	-6.9%	?
COc1ccc(C(=O)CNc2ccc3ccccc3c2)cc1	8.3%	0.7%	-0.2%[10 µM]	?	-16.2%	-15.0%	6.9%
O=C(CCSc1nc(-c2ccco2)cc(C(F)(F)F)n1)N1CCCc2ccccc21	-4.7%	3.8%	-4.4%	-19.4%	-3.0%	?	42.9%[activator][38.3 µM]
Cc1sc(NC(=O)c2ccccc2)c(C(=O)NC(C)C)c1C	-0.3%	10.6%	0.7%	10.4%	-9.9%	-6.6%	20.5%[38.3 µM]
CCn1c(SCC(=O)Nc2ccc(NC(=O)c3ccco3)c(OC)c2)nc2ccccc2c1=O	-5.0%	7.1%	-22.3%[10 µM]	7.9%	15.7%	-8.0%	12.6µM*
CCc1cccc2c(C(=O)CSc3nncn3C)c[nH]c12	0.2%	1.0%	-15.4%	2.6%	-3.0%	-14.6%	3.4%
COc1ccc(C(=S)N2CCCC2)cc1	16.5%	-39.1%	-1.0%[10 µM]	-11.6%	-7.8%	1.4%	1.0%
Cc1cc(C)c2cc(C(=O)N(C)C3CCN(C)CC3)[nH]c2c1	2.5%	7.9%	-10.7%[10 µM]	.	-4.2%	-0.6%[9.22 µM]	.
CCC(C)(C)n1nnnc1CN(Cc1cccs1)Cc1cc2cc(OC)ccc2[nH]c1=O	-3.0%	1.2%	-22.6%[10 µM]	-2.2%	-4.3%	-18.2%	15.5%[38.3 µM]
COc1ccccc1NC(=O)C(C)NS(=O)(=O)c1ccc(Cl)cc1 (configuration not stated)	1.9%	5.7%	0.6%	-5.3%	8.5%	4.7%	-2.4%[38.3 µM]
Cc1ccc(OCC(=O)N2CCN(S(=O)(=O)c3ccc(Cl)cc3)CC2)c([N+](=O)[O-])n1	6.1%	.	0.3%[10 µM]	?	-7.6%	15.3%	.
CC1CCN(c2nc3ccccc3nc2C(C#N)C(=O)NC2CCCCC2)CC1 (configuration not stated)	-4.7%	3.4%	?	2.9%	3.1%	-13.6%	26.3%[38.3 µM]
O=C(CSc1ccc(-c2ccco2)nn1)N1CCCCCC1	9.5%	2.9%	-45.4%	-0.1%	-5.5%	-1.9%	-3.6%
O=C(Nc1ccccc1)O/N=C1/CCCc2occc21	3.2%	1.4%	11.6%[10 µM]	.	2.9%	-23.9%[9.22 µM]	.
Cc1ccc(CNS(=O)(=O)c2ccc(C(C)(C)C)cc2)n1C	-5.7%	6.9%	10.5%	-0.2%	5.9%	?	15.9%[38.3 µM]
CC(=O)NCC(O)c1ccc([N+](=O)[O-])cc1 (configuration not stated)	-1.1%	10.9%	15.8%[10 µM]	.	4.3%	-18.6%[9.22 µM]	.
CCCNC(=O)COC(=O)c1cc2c(=O)n3ccccc3nc2s1	?	-24.7%	17.7%[10 µM]	?	12.1%	-18.7%	-21.1%
CCc1ccc(NS(=O)(=O)c2cc(OC)ccc2OC)cc1	0.9%	4.8%	3.4%	-2.2%	-3.0%	-21.7%	10.7%[38.3 µM]
Cc1cnc(NC(=O)COc2cccc3c2OC(C)(C)C3)s1	-2.3%	8.5%	16.4%	-8.9%	7.8%	6.6%	-4.9%[38.3 µM]
COc1cccc(NC(=O)CNC(=O)c2cccs2)c1	-0.4%	5.3%	1.6%[0.074 µM]	-5.8%	1.5%	7.0%	15.9%[38.3 µM]
CCN(CC)S(=O)(=O)c1cccc(C(=O)OCC(=O)Nc2ccccc2OC(F)F)c1	2.6%	0.1%	5.2%	-6.4%	-0.2%	3.9%	19.4%[38.3 µM]
Cc1cccc(CS(=O)(=O)Cc2ccc(C(=O)NCc3ccco3)o2)c1	-7.6%	13.6%	-8.0%	-1.2%	12.5%	4.0%	5.6%[38.3 µM]
N#Cc1c(-c2ccc(Br)cc2)nc2n(c1=O)CCCS2	-4.3%	3.0%	-16.3%[10 µM]	-1.8%	11.5%	-3.0%	8.91µM*
C=CCn1c(-c2ccccc2)c[nH]c1=S	3.9%	-17.5%	-22.0%	-1.6%	-25.3%	?	-20.7%[38.3 µM]
